GLA spleen mod – inhibitors or activators of human alpha-galactosidase in spleen homogenate | Potency, µM (series often up to 80 µM), inactives show top-dose activity change, negative = inhibition, actives largely listed as inhibitors | P06280 | human spleen homogenate, 4MU-alpha-Gal fluorescence, 40 min | 240,000 tested, 0.008% active | AID 2107;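 also: 0% = enzyme with vehicle and -100% = no enzyme basal signal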
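qHTS titration in buffer at pH 5.0. Alpha-galactosidase activity in spleen homogenate was measured via 4-methylumbelliferone release from 1 mM fluorogenic substrate after 40 min at 37C and a pH 10 stop. AC50 came from Hill fits of control-normalized data.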
NPSR antagonist – antagonists of human neuropeptide S receptor cAMP signaling; CHO-NPSR cells, cAMP TR-FRET, antagonist mode; Potency, µM (series often up to 38.3 µM), inactives show at the highest dose activity change, negative = inhibition, actives largely listed as inhibitors; 220,000 tested, 1% active; AID 1461; also: % is scaled to controls: 0 for no effect and ±100 for the full control effect; nearly all actives have a fitted effect of over 50% in size; many of its hits are not listed in these tables
Target sequence (Q6W5P4 whole entry, looked up): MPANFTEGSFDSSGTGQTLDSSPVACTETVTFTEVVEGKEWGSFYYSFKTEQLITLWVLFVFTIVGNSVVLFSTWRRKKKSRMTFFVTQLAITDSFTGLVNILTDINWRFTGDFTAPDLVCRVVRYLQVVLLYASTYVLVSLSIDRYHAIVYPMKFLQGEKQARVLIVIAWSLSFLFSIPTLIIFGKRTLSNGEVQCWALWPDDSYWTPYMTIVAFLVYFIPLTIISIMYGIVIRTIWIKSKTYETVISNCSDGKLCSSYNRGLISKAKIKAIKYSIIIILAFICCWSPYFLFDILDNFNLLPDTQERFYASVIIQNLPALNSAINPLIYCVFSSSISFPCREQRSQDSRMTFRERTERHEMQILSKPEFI
GAA glycogen mod – inhibitors or activators of human alpha-glucosidase glycogen cleavage. P10253. recombinant GAA, glycogen substrate, Amplex Red glucose oxidase fluorescence. Potency, µM (top dose mostly 76.4 µM), for inactives: at the top dose activity change, negative = inhibition, most hits filed as inhibitors. 300,000 tested, 0.38% active. AID 2100;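 also: 0% = full enzyme reaction and -100% = no-enzyme basal signal; the screen sought inhibitors and activators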
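Natural-substrate format: glycogen cleavage by 4 nM human enzyme, glucose read by Amplex Red coupling (Ex 573, Em 610 nm). Normalized to enzyme and no-enzyme controls.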
Epigenetic derep – regulators of epigenetic silencing causing reporter derepression in mouse cells. murine LDR cells, GFP reporter derepression, 30 h. Potency, µM (titrated, usually from 53.9 µM), without a hit: top-dose GFP activation, actives largely listed as activators. 280,000 tested, 0.2% active. AID 1865; also: % of control where 0% means no effect; nearly all actives have a fitted effect of over 60% in size
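Murine LDR cells bearing a silenced CMV-driven GFP reporter were exposed to compound for 30 h at 37 C. After PBS washes, GFP-positive cells (20-120 um objects) counted by laser-scanning microplate cytometry.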
Tau fluor counter – counter-screen for tau fibril formation inhibitors. tau K18 P301L Alexa594 fluorescence, heparin fibrillization. Potency, µM (highest dose often 57.7 µM), without a hit: at the highest dose activity change, negative = decrease. 280,000 tested, 0.93% active; also: % is scaled to controls: 0 for no effect and ±100 for the full control effect; nearly all actives have a fitted effect of over 55% in size
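Human tau K18 P301L (15 uM unlabeled, 0.24 uM Alexa 594-labeled) in 100 mM sodium acetate pH 7 with 20 uM heparin, 6 hr at 37 C. ThT 30 uM added, 1 hr ambient; Alexa 594 FP and total fluorescence read at 555/632 nm.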
GAA spleen mod – lysosomal alpha-glucosidase (human) modulation; P10253; human spleen homogenate, 4-MU-alpha-glucoside fluorescence; Potency, µM (series often up to 79.9 µM), inactives show at the highest dose activity change, negative = inhibition, hits mostly inhibitors; 240,000 tested, 0.006% active; AID 2112;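 also: 0% = enzyme with vehicle and -100% = no enzyme basal signal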
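Enzyme source: human spleen homogenate, 1 ug/well. Buffer 50 mM citric acid/K phosphate pH 5.0, 0.01% Tween-20. 4-MU-alpha-glucoside 1 mM; 37 C x 40 min; NaOH/glycine stop; fluorescence.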
ALDH1A1 inh – inhibitors of human aldehyde dehydrogenase 1A1 | P00352 | Purified ALDH1A1, NADH fluorescence, propionaldehyde substrate | Potency, µM (titrated, usually from 75.3 µM), without a hit: at the top dose activity, negative = inhibition, actives largely listed as inhibitors | 220,000 tested, 7.3% active; active = well fitted inhibition curve with a large enough effect, not every such curve was filed as active; inconclusive = small, poorly fitted or top-dose-only effect, or another doubt; inactive = no such curve, though single readings can be large or run the other way;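 also: plate controls were no enzyme wells and a reference inhibitor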
Target sequence (P00352 whole entry, looked up): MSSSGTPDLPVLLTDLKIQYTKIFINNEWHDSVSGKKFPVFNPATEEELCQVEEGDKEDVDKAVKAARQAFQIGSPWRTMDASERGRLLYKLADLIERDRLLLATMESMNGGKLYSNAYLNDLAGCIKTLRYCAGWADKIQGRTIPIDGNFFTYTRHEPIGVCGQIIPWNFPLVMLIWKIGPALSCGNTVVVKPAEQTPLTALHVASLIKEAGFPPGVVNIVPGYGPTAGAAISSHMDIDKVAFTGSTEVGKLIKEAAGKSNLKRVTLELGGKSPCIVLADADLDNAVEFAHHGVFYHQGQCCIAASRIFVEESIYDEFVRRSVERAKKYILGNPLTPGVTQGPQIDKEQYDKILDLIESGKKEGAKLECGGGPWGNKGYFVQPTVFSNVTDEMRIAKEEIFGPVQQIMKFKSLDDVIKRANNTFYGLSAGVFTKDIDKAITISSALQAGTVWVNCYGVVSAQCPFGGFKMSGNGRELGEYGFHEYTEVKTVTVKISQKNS
GAA inh – alpha-glucosidase (human) inhibition; 200,000 tested, 0.005% active; purified human GAA, 4-MU-alpha-glucoside fluorescence; P10253; Potency, µM (series often up to 76.9 µM), without a hit: at the top dose activity change, negative = inhibition, usual class: inhibitors;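 also: plate controls were uninhibited enzyme wells for no effect and no-enzyme background for full effect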
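Read-out is 4-methylumbelliferone fluorescence (Ex 365/Em 440 nm) after NaOH/glycine stop at pH 10. Enzyme 4 nM, substrate 400 uM, pH 5.0 citrate buffer, 20 min room temperature; AC50 from Hill-equation concentration-response.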
Numbers without * were called inactive; ? = inconclusive; nt = not tested or not shown; [ ] = another dose, or the depositor's remark. Unless noted, calls follow the shape of the dose curve; as a rule, active = well fitted curve in the direction sought with a large enough effect; inconclusive = small, poorly fitted or top-dose-only effect, or another doubt; inactive = no such curve, though single readings can be large; an effect the other way counts as inactive or inconclusive. Potency is read from the fitted curve at half-maximal effect. The list is partial; count on the stated rates, not on these rows.

| SMILES | GLA spleen mod | NPSR antagonist | GAA glycogen mod | Epigenetic derep | Tau fluor counter | GAA spleen mod | ALDH1A1 inh | GAA inh |
| --- | --- | --- | --- | --- | --- | --- | --- | --- |
| O=C(CN1C(=O)NC2NC(=O)NC21)N/N=C/c1ccc(F)cc1 (stereo unspecified) | -4% | 8% | 9% | -3.1% | 0% | 5% | 5% | -4% |
| O=C(c1ccccc1-c1nc(-c2ccc(F)cc2)no1)N1CCCC1 | 2% | -20%[46.1 µM] | 3% | ? | -6% | -4% | ? | 1% |
| COC(=O)C(N)Cc1ccc(OC)c([N+](=O)[O-])c1 (stereo unspecified) | -2% | -17% | -5% | -0.3% | 8% | 4% | ? | -13% |
| O=C(COC(=O)CCOc1ccccc1)NCc1ccco1 | 10% | -7%[46.1 µM] | -20% | -0.2% | -3% | 5% | -11% | -8% |
| c1ccc(C(Cc2nc(-c3ccccn3)no2)c2ccccc2)cc1 | 0% | -13%[46.1 µM] | 4% | -1.6% | 6% | -7% | -11% | -7% |
| O=C(/C=N/O)NCCCN1CCCCCC1 | -2% | -3%[46.1 µM] | 1% | 1.4% | -10% | -12% | 15% | -2% |
| CN1/C(=C\C(=O)COC(=O)c2ccc([N+](=O)[O-])o2)C(C)(C)c2ccccc21 | -13% | -7% | -5% | -2.2% | ? | nt | ? | -5% |
| O=c1cc(-c2ccccc2)[nH]n1-c1nc2ccccc2s1 | -7% | -10%[46.1 µM] | -3% | -1.0% | -29% | -14% | 5% | -11% |
| CCN(CC)S(=O)(=O)c1ccc(N2CCCC2)c(NC(=O)C2CCCCC2)c1 | 3% | -27% | 0% | 0.3% | -8% | -3% | nt | nt |
| CSCCC(NS(=O)(=O)c1ccc2[nH]c(=O)c(=O)[nH]c2c1)C(=O)O (stereo unspecified) | 0% | -9% | -3% | 1.1% | -10% | 0% | -5% | -4% |
| Cc1ccc(CN2CC34C=CC(O3)C(C(=O)NCc3ccc5c(c3)OCO5)C4C2=O)cc1 (stereo unspecified) | -12% | 0%[46.1 µM] | 6% | 0.0% | -3% | -8% | -4% | -3% |
| CCOC(=O)C1(Cc2cccc(F)c2)CCN(CCCn2cccn2)CC1 | 8% | 9% | 1% | 1.1% | 7% | 1% | nt | nt |
| CCn1c(O)c(N=Nc2ccc3ccccc3n2)c2ccccc21 | 4% | -16% | -1% | 0.1% | -18% | 6% | nt | nt |
| Cc1cc(Sc2nc(NC(C)C)nc(NC(C)C)n2)nc(Cl)n1 | -4% | -7% | 10% | -2.6% | -18% | -3% | ? | 6% |
| O=C(/C=C/c1cccc([N+](=O)[O-])c1)N(c1ccccn1)c1ccccn1 | 4% | 1% | 6% | -2.6% | 4% | 2% | nt | nt |
| O=C(CCC1(C(=O)O)CCC(=O)NC1)NCc1ccccc1 (stereo unspecified) | 5% | 8%[46.1 µM] | -2% | -1.8% | -3% | -2% | 5% | -10% |
| CC1(C)C(=O)OC(c2ccco2)C(C)(C)C1=O (stereo unspecified) | -13% | -4%[46.1 µM] | 12% | -0.6% | 2% | -14% | -1% | 6% |
| CCN(CC)S(=O)(=O)c1cccc(NC(=O)COC(=O)c2cc(=O)c3ccccc3o2)c1 | -3% | 16% | 4% | -0.3% | -19% | -9% | 8% | -2% |
| O=C(CNC(=O)Cn1ccc2ccccc2c1=O)NCCCN1CCCCCC1 | -25% | -4%[46.1 µM] | 4% | 0.0% | -6% | -24% | -3% | -1% |
| O=[N+]([O-])c1ccc(N2CCCCC2)s1 | -10% | -10% | 5% | -3.6% | -15% | -11% | ? | -11% |
| Cc1c(Cc2ccccc2)c(NCCCO)n2c(nc3ccccc32)c1C#N | 5% | -43% | 1% | -2.4% | -25% | 7% | nt | nt |
| Cc1cc(=O)oc(C)c1C(=O)Nc1ccccc1F | -3% | -12% | 6% | 0.1% | 1% | -4% | nt | nt |
| COc1ccc(CCN2C(=O)CN(Cc3ccccc3)CC2=O)cc1OC | 5% | 1% | -18% | 0.0% | -13% | 3% | -49% | -5% |
| Cc1ccc(C)c(CSc2nnc(-c3cccnc3)o2)c1 | -14% | -19%[46.1 µM] | 4% | 0.2% | -9% | -2% | ? | -4% |
| Cc1ccc(Cl)cc1N1CCN(C(=O)CCS(=O)(=O)c2cccc3nonc23)CC1 | -8% | -26% | 10% | -0.1% | -23% | -5% | 22µM* | ? |
| O=C(CCSCCc1ccccn1)Nc1c(F)c(F)c(F)c(F)c1F | 6% | 13% | 2% | 0.9% | -2% | 6% | 5% | -5% |
| CCOC(=O)c1cnc2c(C(=O)OC)cccc2c1NCc1cccnc1 | -5% | -23% | 2% | -11% | 10% | -1% | ? | 9% |
| COc1cccc(NC(=O)c2ccc(Cn3cc([N+](=O)[O-])cn3)o2)c1 | 1% | 0% | -1% | 0.0% | -3% | -3% | 14µM* | -1% |
| Cc1nnc(SCCn2c(N3CCN(C)CC3)nc3c2c(=O)[nH]c(=O)n3C)s1 | -4% | 0%[46.1 µM] | 18% | -0.9% | -2% | -1% | 9% | -2% |
| O=C(CCC(=O)OCC(=O)c1ccc(Cl)cc1)NC1CCCCC1 | -3% | -6%[46.1 µM] | 0% | -0.1% | -5% | -7% | -5% | 5% |
| Cc1noc(C)c1-c1ccc2ncnc(NC3CC3)c2c1 | 12% | nt | nt | 4.8% | -1% | 0% | -9% | nt |
| N/C(Cc1nc(-c2ccc(Br)cc2)cs1)=N\O | 2% | 32% | -1% | -0.4% | -6% | -4% | 19% | 0% |
| CCOc1ccccc1C1CC(c2cccs2)=NN1S(C)(=O)=O (stereo unspecified) | 11% | -1% | -1% | 12% | 6% | 3% | -4% | 6% |
| O=c1ccc(NS(=O)(=O)c2ccccc2)cn1Cc1ccc(Cl)c(Cl)c1 | -2% | -6%[46.1 µM] | -11% | 5.3% | -22% | -10% | -6% | 0% |
| O=C(COC(=O)c1ccc2c(c1)S(=O)(=O)c1ccccc1C2=O)NC1CC1 | -5% | 15% | 10% | -0.5% | -12% | 0% | 14µM* | 1% |
| CC1(C)CC2CC(C)(CN2CC(=O)C(C#N)c2ccccc2)C1 (stereo unspecified) | -4% | -5%[46.1 µM] | -10% | 4.0% | -3% | -4% | ? | -20% |
| O=C(CNC(=O)C1CCCCC1)OCc1cc(=O)oc2ccc3ccccc3c12 | 12% | 22% | 1% | -3.2% | -11% | -2% | ? | ? |
| Cc1ccc(S(=O)(=O)N(CC(=O)Nc2ccccc2C(=O)O)c2ccccc2)cc1 | -11% | -53% | -5% | 2.0% | -14% | -3% | 2% | -1% |
| Cn1cccc1C1(C(F)(F)F)NCCNC1=O (stereo unspecified) | -16% | -4%[46.1 µM] | 3% | 0.0% | 5% | -14% | 5% | -12% |
| C#CCO[C@@H]1C[C@H](n2cnc3c(=O)[nH]c(NC(=O)C(C)C)nc32)O[C@@H]1CO | -1% | 11% | 6% | 0.6% | 6% | -3% | nt | nt |
| COc1ccccc1NC1=C(Cl)C(=O)N(C2CCCCC2)C1=O | 11% | -2%[46.1 µM] | -4% | -1.0% | -17% | -24% | 1% | -2% |
| CCNc1ccc2noc3c2c1C(=O)c1ccccc1-3 | 4% | -17%[46.1 µM] | -1% | 9.3% | ? | -3% | -7% | ? |
| CCCCC(=O)Nc1nnc(-c2ccco2)o1 | 2% | -2% | 1% | -1.2% | 0% | nt | ? | -9% |
| Cc1ccc(Sc2c(C)nn(C(=O)CNS(=O)(=O)c3ccc(F)cc3)c2C)cc1 | -9% | -17% | -2% | -4.9% | -12% | -8% | 0% | -12% |
| CC(C)(C)c1cc(C(=O)N/N=C/c2ccc([N+](=O)[O-])s2)n[nH]1 | -19% | -2% | 2% | -0.8% | -23% | 1% | 3% | -3%[15.4 µM] |
| Cc1ccc(C(OCC(C)(C)C[N+](C)(C)C)c2ccccc2)cc1 (stereo unspecified) | -6% | 15% | 10% | -3.2% | -10% | -7% | -9% | -15% |
| Clc1ccc(OCCCCSc2ncccn2)cc1 | 2% | 2%[46.1 µM] | 7% | -1.1% | -18% | -8% | -7% | 2% |
| Cc1ccc(S(=O)(=O)N2CCC(=O)N([C@H](COCc3cccc(C(F)(F)F)c3)Cc3ccccc3)CC2)cc1 | 6% | nt | nt | -1.2%[40.7 µM] | -11% | -9% | -6%[50.4 µM] | nt |
| O=C(C1CCN(S(=O)(=O)c2cccc3cccnc23)CC1)N1CCCC1 | 0% | 5%[46.1 µM] | 9% | -1.0% | 2% | -2% | 6% | 0%[15.4 µM] |
| O=c1cc(CO)oc(C(Nc2ccccn2)c2ccsc2)c1O (stereo unspecified) | -10% | 0%[46.1 µM] | ? | -3.2% | -10% | -5% | ? | -2% |
| COc1ccc(OCC(=O)N/N=C(\CCC(=O)O)c2cccs2)cc1 | -2% | 4% | -3% | -5.2% | 3% | -6% | -4% | -6% |
| CCC1(CC)Cc2ccccc2-c2nc(CN3CCOCC3)[nH]c(=O)c21 | 6% | -13%[46.1 µM] | -1% | -5.8% | 8% | 4% | ? | -2% |
| CC(C)Nc1nc(N(c2ccccc2)c2ccccc2)nc(-n2ccnc2)n1 | -10% | 1%[46.1 µM] | 4% | 0.2% | 1% | -11% | 8% | -1% |
| c1ccc(C2=Nc3ccccc3SC2c2nc3ccccc3[nH]2)cc1 (stereo unspecified) | 11% | -15%[46.1 µM] | -17% | 1.4% | ? | 7% | ? | ? |
| COc1ccc(-c2noc(CCC(=O)NCc3ccco3)n2)cc1 | -4% | -4% | 6% | -0.3% | -11% | -1% | 5% | -5% |
| CCCCCC1CC(CC(=O)O)C(=O)O1 (stereo unspecified) | 5% | -8%[46.1 µM] | -2% | -0.7% | -9% | 3% | 3% | -4% |
| Cc1ccc(NC(=S)NNC(=O)CCn2cc(C)cn2)cc1 | 18% | -9%[46.1 µM] | ? | -0.2% | -12% | 12% | 6% | -5% |
| COc1ccc(NC(=O)Cc2coc3cc(C)ccc23)cn1 | -4% | 17% | -2% | -1.3% | -23% | 3% | -6% | 4% |

Entries listed so far that bear a hit mark in ALDH1A1 inh:
| SMILES | NPSR antagonist | Epigenetic derep | GAA spleen mod | ALDH1A1 inh | GAA inh |
| --- | --- | --- | --- | --- | --- |
| Cc1ccc(Cl)cc1N1CCN(C(=O)CCS(=O)(=O)c2cccc3nonc23)CC1 | -26% | -0.1% | -5% | 22µM* | ? |
| COc1cccc(NC(=O)c2ccc(Cn3cc([N+](=O)[O-])cn3)o2)c1 | 0% | 0.0% | -3% | 14µM* | -1% |
| O=C(COC(=O)c1ccc2c(c1)S(=O)(=O)c1ccccc1C2=O)NC1CC1 | 15% | -0.5% | 0% | 14µM* | 1% |
